LAP4 TOR yeast – modulators of TOR pathway LAP4-GFP in S. cerevisiae. S. cerevisiae LAP4-GFP multiplex, flow cytometry GFP, 3 h; median GFP as percent of DMSO wells. GFP response vs DMSO, % at 10 µM. actives 0.34% (n = 320,000);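 active = GFP response vs DMSO above a set limit, about the screen mean plus 3 SD, cut at about 150% in these data; inconclusive = under 70 cell events counted for the yeast strain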
MEP2 TOR yeast – yeast TOR pathway MEP2-GFP modulation; actives 0.51% (n = 330,000); S. cerevisiae MEP2-GFP strain, flow cytometry GFP, 3 h; 100% = DMSO control level; AID 2016; GFP response vs DMSO, % at 10 µM;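 active = GFP response versus DMSO above a set limit, roughly screen mean plus 3 SD, cut at about 180% in these data; inconclusive = fewer than 70 cells counted for a yeast strain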;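 note: median GFP fluorescence of the barcode-gated MEP2-GFP cells per well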
procasp7 counter – activates human procaspase-7, counter-screen for procaspase-3 activators; P55210; recombinant procaspase-7, Ac-DEVD-pNA absorbance 405 nm; D23A/D198A/D206A triple mutant, cannot self-cleave; scale: DMSO 0, 5 µM enzyme 100; activation, % at 8.5 µM; actives 0.093% (n = 330,000);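 active = percent activation above the screen-wide mean plus 3 SD, cut at about 25% in these data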
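Detection: p-Nitroaniline absorbance at 405 nm, read at 0 and 120 min; system: Uncleavable procaspase-7 mutant enzyme; evaluation: % activation from two-timepoint absorbance difference, scaled to controls; times: 1 h enzyme–compound preincubation and 2 h substrate reaction, both 25 °C; buffer or medium: Zinc-free HEPES pH 7.4 with 300 mM NaCl, 0.01% Triton X-100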
RPL19A TOR yeast – modulators of TOR pathway RPL19A-GFP in S. cerevisiae; percent response vs DMSO, % at 10 µM; actives 0.3% (n = 330,000); S. cerevisiae RPL19A-GFP strain, flow cytometry, 3 h; hits give low values;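 active = percent response vs DMSO below 50%; inconclusive = fewer than 70 events counted for the yeast strain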;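 note: median channel GFP fluorescence of the barcoded RPL19A-GFP strain; ratio of sample median GFP to plate DMSO average so 100% = DMSO; lower means less RPL19A-GFP as with rapamycin TOR inhibition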
ZTA DNA inh – counter-screen for EBNA-1 inhibitors: inhibitors of Epstein-Barr virus ZTA; P03206; ZTA-DNA binding, fluorescence polarization; inhibition, % at 11 µM; actives 0.15% (n = 320,000); AID 2234; in the data active = inhibition above about 33%
AHR act – activates the human aryl hydrocarbon receptor; P35869; AHR-responsive luciferase reporter cells, luminescence; activation, % at 5 µM; actives 2.5% (n = 320,000); AID 2796; in the data active = activation above about 47%;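 note: 0% = vehicle wells and 100% = reference agonist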
EBNA-1 inh – blocks EBNA-1 binding to DNA; inhibition, % at 14.8 µM; EBNA-1 DNA binding, fluorescence polarization; actives 0.34% (n = 300,000); AID 1950; in the data active = inhibition above about 28%
proCasp3 act – procaspase-3 (human) activation; P42574; recombinant procaspase-3 D3A, Ac-DEVD-pNA absorbance 405 nm; activation, % at 8.5 µM; actives 0.11% (n = 330,000);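 active = activation above the mean of all tested compounds plus 3 SD, cut at about 21% in these data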;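 note: 0% = DMSO alone and 100% = DMSO wells spiked with extra 5 µM PC-3 D3A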
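assay system = Procaspase-3 D3A mutant | signal = absorbance at 405 nm, 0 and 120 min | times = 1 h preincubation plus 2 h reaction at 25 °C | repeats = single replicate | read-out = % activation between DMSO and enzyme-spiked controls | medium = Zinc-free HEPES saline buffer with Triton X-100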
An asterisk follows results filed as active; ? = inconclusive; . = not tested or not shown.

Each structure is followed by: MEP2 TOR yeast	LAP4 TOR yeast	proCasp3 act	ZTA DNA inh	procasp7 counter	AHR act	RPL19A TOR yeast	EBNA-1 inh
Cc1cc(=O)oc2c(C)c(OC(C)C(=O)NC(Cc3c[nH]c4ccc(O)cc34)C(=O)O)ccc12 (stereo unspecified)
 : 113	109	12	5	2	1	98	0
O=C(O)c1cccc(CN2C(=O)SC(Nc3ccccc3)C2=O)c1 (stereo unspecified)
 : 98	101	-14	11	-10	0	99	7
O=C(COc1ccccc1)N/N=C/c1ccc(O[C@@H]2O[C@H](CO)[C@@H](O)[C@H](O)[C@H]2O)cc1
 : 101	94	-1	11	4	3	100	6
CCCC(=O)NCCCc1nc2ccccc2n1C(C)C
 : 94	98	4	3	8	-1	89	1
CCn1c(COc2ccc(C)cc2)nnc1SCc1nc2ccccc2[nH]1
 : 102	102	6	11	10	3	98	9
CCN(CC)CCCNC(=O)c1cc2c(Cl)nc3ccccc3c2s1
 : 104	110	-3	-15	4	18	103	9
CCc1ccc(N(CC)C(=O)Cc2c(C(=O)O)n(C)c3ccccc23)cc1
 : 103	94	-4	16	-3	1	105	16
CCSc1nc(N2CCOCC2)c2c(c1C#N)CCCC2
 : 92	92	-7	-6	-7	3	106	-9
Cc1ccc(N=C2SC(C(=O)Nc3ccc(OC(F)(F)F)cc3)C(N)=C2C(=O)Nc2c(C)cc(C)cc2C)cc1 (stereo unspecified)
 : 93	85	-4	0	5	0	94	5
Cc1c(-c2ccc(Br)cc2)[n+](=O)c2c(n1[O-])CCCCC2
 : 94	109	-4	-13	5	-4	103	-3
COc1ccc(NC(=O)CSc2nc3ccccc3cc2Cc2ccccc2)cc1
 : 98	98	1	-4	-8	2	92	10
CC12c3ccccc3C(c3ccccc31)C1C(=O)N(c3cccnc3)C(=O)C12 (stereo unspecified)
 : 107	100	8	-7	-3	-1	100	-5
COc1ccc(OC)c(S(=O)(=O)Nc2ccc(F)cc2)c1
 : 92	82	0	6	0	1	111	1
COc1ccc(C2=NN(C)C(=NCc3ccccc3)SC2)cc1
 : 105	102	-2	-13	-3	-2	98	-2
Cc1ccc(CN2CC(=O)N3[C@H]4c5ccccc5OC[C@@H]4[C@H](c4ccccc4)[C@]3(C)C2=O)cc1
 : 93	101	4	5	-16	1	97	.
COc1ccc(NC(=O)CN2CCOCC2)cc1S(=O)(=O)N1CCCCC1
 : 100	100	5	1	-1	-2	99	.
FC(F)Sc1ccc(NC(=S)NCC2CCCCC2)cc1
 : 102	106	2	4	-6	7	94	15
O=C(COC(=O)c1ccc(Br)o1)NCc1ccco1
 : ?	?	6	-3	-8	1	?	12
CC1CCCC(NC(=O)CSC2=Nc3ccccc3C3CC=NN23)C1C (stereo unspecified)
 : 106	113	-5	-6	-6	9	111	.
NC(=O)c1cc[n+](CC(=O)c2ccc(NC(=O)c3ccccc3)cc2)cc1
 : 104	111	-4	10	-5	-3	107	3
COc1ccc(NC(=O)C(=O)NCC2CCCN2S(=O)(=O)c2ccc(C)cc2)cc1 (stereo unspecified)
 : 100	110	9	-3	-1	6	95	3
COc1ccc(OC)c(CC(NC(C)=O)C(=O)NC2CCN(c3nc(OC)nc(OC)n3)CC2)c1 (stereo unspecified)
 : 95	98	2	18	-1	1	97	0
O=C(NCCO)c1cc2ccccc2cc1O
 : 106	103	7	20	4	2	97	7
COC(=O)N[C@H](CC(C)=O)c1ccccc1
 : .	.	14	-4	0	1	.	-11
CC(C)(C)c1ccc(C(=O)NN2CCOCC2)cc1
 : 101	104	1	-1	-4	0	97	-2
C=CCN1C(=O)N(c2ccccc2)C(=O)C1CC(=O)Nc1ccc(OC)cc1 (stereo unspecified)
 : 105	98	-1	13	5	2	105	-6
CCn1c(COc2ccccc2)nnc1SCC(=O)NC1CCCCC1
 : 105	95	-3	6	17	1	99	6
CC(C)(O)c1cc2ccc(C#Cc3ccsc3)cc2c(=O)o1
 : 82	137	1	14	3	0	94	.
CC1CCN(CCCNC(=O)CCNC(=O)Cn2cnc3ccccc3c2=O)CC1
 : 94	98	2	-8	10	0	103	4
O=C1CC(c2ccccc2)c2ccc(O)cc2O1 (stereo unspecified)
 : 102	94	7	13	8	-1	84	5

The list goes on.
Each structure is followed by: MEP2 TOR yeast	LAP4 TOR yeast	proCasp3 act	ZTA DNA inh	procasp7 counter	AHR act	RPL19A TOR yeast	EBNA-1 inh
Cc1ccc(C(=O)COC(=O)CCN2C(=O)C3C4CC(C(Br)C4Br)C3C2=O)cc1 (stereo unspecified)
 : 93	87	6	2	12	2	92	4
CCCN(CC1CC1)S(=O)(=O)c1ccc(S(N)(=O)=O)cc1
 : 102	100	6	-11	4	0	101	-1
CCOc1ccc(S(=O)(=O)N(CC(=O)N2CCc3ccccc32)Cc2ccco2)cc1
 : 94	106	-1	-5	-4	-1	97	-5
COc1ccc(OC)c(NC(=O)COC(=O)c2nc(Cl)ccc2Cl)c1
 : 107	110	9	7	-5	7	106	-7
CC(C)C(=O)NC(c1cccc([N+](=O)[O-])c1)c1ccc2cccnc2c1O (stereo unspecified)
 : 94	78	8	12	-3	0	96	-7
CCCCN(C(=O)c1ccc2c(c1)OCO2)c1ccccc1
 : 95	78	4	-10	-4	7	90	-1
COc1ccc2c(c1OC)C(=O)OC2Nc1ncccc1C (stereo unspecified)
 : 97	101	5	2	-2	-2	98	-5
Cc1cc(=O)n2nc(N3CCCC(C(=O)NCc4ccccc4)C3)sc2n1 (stereo unspecified)
 : 101	100	9	10	-6	1	101	7
COc1ccc(OCCSc2nnc(CC(=O)Nc3cccc(Cl)c3Cl)n2C)cc1
 : 101	97	-2	5	-11	1	95	-3
CCc1cccc(CC)c1NC(=O)C(NS(=O)(=O)c1cccs1)c1ccccc1 (stereo unspecified)
 : 103	93	-9	1	6	0	102	4
O=C(NCCc1ccc(F)cc1)N1CCOCC1
 : 97	108	-1	1	-3	5	94	1
CCCS(=O)(=O)N1CCC(C(=O)N2CCc3ccccc3C2)CC1
 : 101	99	7	12	-4	2	102	11
COc1ccccc1C(=O)NNC(=O)Cc1ccccc1
 : 91	89	1	-21	-3	18	94	0
C[C@@]12CCC=C[C@H]1[C@H](c1ccoc1)N(Cc1ccccc1)C2=O
 : 95	128	3	-6	-10	1	92	9
O=C(Nc1ccc(Br)cc1)c1cc(S(=O)(=O)Nc2ccccn2)ccc1Cl
 : 101	91	-1	-11	-1	-3	102	3
Cc1ccccc1C(=O)O[C@H]1[C@H](Cc2ccccc2)NS(=O)(=O)[C@H]2CC3C=C[C@]12O3
 : 94	93	-4	.	-5	1	93	.
CCOC(=O)N1CCN(Cc2nc3cc(NC(=O)c4cccs4)ccc3n2C)CC1
 : 101	83	0	-3	-7	2	102	5
Cc1cccc(CN2CCN(CC(=O)NCc3ccc(F)cc3)C2=O)c1
 : 104	96	10	9	1	-2	99	6
COc1cc(C2C(C(=O)c3ccc(C)o3)=C(O)C(=O)N2c2cc(C)on2)cc(Br)c1O (stereo unspecified)
 : 99	93	2	-4	-18	3	96	-3
O=C1NC(=S)N/C1=C/c1ccc2ccccc2c1
 : 108	100	3	-15	-2	0	101	9
CCOc1ccc2[nH]c3c(NCCN(C)C)ncnc3c2c1
 : 103	103	10	-5	0	6	104	1
CSc1nsc(SC)c1NC(=O)Nc1ccccc1C
 : 101	102	10	-4	0	-1	103	5
CCCCN(CC)C(=O)Cc1ccccc1OC
 : 95	103	6	-5	9	-3	98	-13
CC1CC(C)CN(C(=O)Cn2c(=O)n(CCCC(=O)NCc3ccco3)c(=O)c3sccc32)C1 (stereo unspecified)
 : 105	98	-5	7	-10	0	97	-6
CCN(c1ccccc1)c1nc2ccsc2c(=O)s1
 : 99	121	-2	-17	-1	-1	100	5
COC(=O)Nc1ccc(S(=O)(=O)N(C)CC(F)(F)C(F)F)cc1
 : 96	107	7	10	7	1	94	6
CCOc1ccc(NC(=O)CCCNC(=O)Cn2cnc3sc(C)c(C)c3c2=O)cc1
 : 94	85	-4	-4	-6	3	99	-3
CCS(=O)(=O)c1ccc2oc(Nc3ccccc3Br)nc2c1
 : 94	98	-1	-8	4	-6	96	-11
COc1cc(C(=O)N2CCN(C(=O)c3ccco3)CC2)cc(OC)c1OC
 : 98	93	1	6	4	1	101	-3
Cc1ccc(N(C=NC#N)CC(=O)N2CCN(c3ccccc3)CC2)cc1
 : 99	97	-5	-16	-3	-1	97	-4

Taken from above, five compounds:
Each structure is followed by: MEP2 TOR yeast	LAP4 TOR yeast	proCasp3 act	ZTA DNA inh	procasp7 counter	AHR act	RPL19A TOR yeast	EBNA-1 inh
COC(=O)Nc1ccc(S(=O)(=O)N(C)CC(F)(F)C(F)F)cc1
 : 96	107	7	10	7	1	94	6
CCOc1ccc(NC(=O)CCCNC(=O)Cn2cnc3sc(C)c(C)c3c2=O)cc1
 : 94	85	-4	-4	-6	3	99	-3
CCS(=O)(=O)c1ccc2oc(Nc3ccccc3Br)nc2c1
 : 94	98	-1	-8	4	-6	96	-11
COc1cc(C(=O)N2CCN(C(=O)c3ccco3)CC2)cc(OC)c1OC
 : 98	93	1	6	4	1	101	-3
Cc1ccc(N(C=NC#N)CC(=O)N2CCN(c3ccccc3)CC2)cc1
 : 99	97	-5	-16	-3	-1	97	-4

The list goes on.
Each structure is followed by: MEP2 TOR yeast	LAP4 TOR yeast	proCasp3 act	ZTA DNA inh	procasp7 counter	AHR act	RPL19A TOR yeast	EBNA-1 inh
COCCNc1nnc(SCC(=O)NC2CCCCC2)s1
 : 95	95	-1	-12	8	1	95	.
CCCC1=NN(C(=O)Cc2ccc([N+](=O)[O-])cc2)C(O)(C(F)(F)F)C1 (stereo unspecified)
 : 100	99	-2	-2	-3	0	99	-2
NC(=O)CC(NC(=O)Cc1ccc(Br)cc1)c1ccc(N2CCc3ccccc3C2)c([N+](=O)[O-])c1 (stereo unspecified)
 : 102	129	0	8	3	2	101	12
Cc1ccc(C(CC(=O)N2CCOCC2)c2ccco2)cc1 (stereo unspecified)
 : 103	99	7	-3	-5	4	96	8
O=C(N/C=C/c1ccccc1)c1ccccc1
 : 90	106	5	19	-2	14	102	-1
O=C(OC1CCCCC1=O)c1cc(S(=O)(=O)N2CCOCC2)ccc1F (stereo unspecified)
 : 101	99	-2	-3	5	-2	103	9
O=C(NCCCNC(=O)c1ccco1)c1ccc(F)cc1
 : 101	89	2	7	-3	-1	98	-1
COc1cccc2sc(NNC(=O)C3COc4ccccc4O3)nc12 (stereo unspecified)
 : 112	111	-1	-10	7	39	102	-8
C[C@@H]1CN([C@H](C)CO)C(=O)Cc2cc(NS(=O)(=O)c3ccc(Cl)cc3)ccc2O[C@H]1CN(C)Cc1ccc(C(F)(F)F)cc1
 : 94	97	0	.	4	-1	98	.
O=C(O)c1ccc2cccc(Cl)c2c1O
 : 97	97	5	-15	-6	27	99	-2
Cc1ccc(NC(=O)c2ccc(Oc3ncccn3)cc2)cc1
 : 102	105	-10	-5	7	4	108	0
Cc1ccc(C)c(NC(=O)CN(C)C(=O)c2ccc3[nH]c4c(c3c2)CC(C)CC4)c1 (stereo unspecified)
 : 98	101	1	-15	2	24	93	-23
Cc1ccc(NC(=O)CN(C)c2ccc(S(=O)(=O)N3CCN(C)CC3)cn2)cc1
 : 102	.	15	0	-2	1	98	3
Cc1c(NC(=O)C(C)c2ccc(CC(C)C)cc2)c(=O)n(-c2ccccc2)n1C (stereo unspecified)
 : 98	95	2	0	9	-1	97	-1
Cc1ccc(S(=O)(=O)Nc2ccc3c(c2)OCCO3)c(C)c1NS(C)(=O)=O
 : 100	88	2	4	6	1	106	3
COC(=O)c1ccccc1NC(=O)C1CCCCC1C(=O)O (stereo unspecified)
 : 104	102	-8	17	-6	0	96	4

Screening data as filed in PubChem.
